ROS inducer: ROS inducers in U2OS cancer cells, primary screen, cell-based, H2DCF-DA fluorescence | U2OS ROS induction | 46,000 tested, 2% active | ROS induction (% of piperlongumine), % at 10 µM | AID 624156, 2012; in the data active means ROS induction above about 79%, passing the limit was not always enough; inconclusive means no clear call, values can overlap the other calls;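 further: 0% = DMSO vehicle median and 100% = reference compound median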
Numbers without * were called inactive; ? = inconclusive. Some of the compounds tested. The share of hits here may be higher or lower than overall.

SMILES | ROS inducer
COc1ccc(S(=O)(=O)N(C)C[C@H]2Oc3ccc(NC(=O)CCCN(C)C)cc3C(=O)N([C@@H](C)CO)C[C@H]2C)cc1 | -3.9
C[C@@H]1CN([C@@H](C)CO)C(=O)c2cc(NC(=O)c3ccncc3)ccc2O[C@H]1CN(C)S(=O)(=O)c1ccc(Cl)cc1 | -10.7
C[C@@H]1CN([C@H](C)CO)C(=O)Cc2cc(NC(=O)Nc3cccc4ccccc34)ccc2O[C@H]1CN(C)CC1CC1 | -6.7
Cc1ccc(Cl)cc1NC(=O)Cn1cnc2ccccc2c1=O | -14.7
NC(=O)NC(=O)Cc1nc2ccccc2s1 | 7.1
CC1CCC2C(C)(C)C(=O)CC[C@]2(C)C12Cc1c(O)cc3c(c1O2)CN(C(CCC(=O)O)C(=O)O)C3=O (stereo partly drawn) | -10.1
C[C@H](CO)N1C[C@H](C)[C@@H](CN(C)C(=O)Nc2ccc(C(F)(F)F)cc2)Oc2c(NC(=O)Nc3ccc(F)cc3)cccc2C1=O | -15.0
Cc1noc(C)c1NC(=O)Nc1cccc2c1O[C@H](CN(C)C(=O)Nc1ccc3c(c1)OCO3)[C@H](C)CN([C@H](C)CO)C2=O | -0.5
Cc1ccc(S(=O)(=O)N(C)C[C@@H]2Oc3c(NC(=O)Nc4ccc(F)cc4)cccc3C(=O)N([C@@H](C)CO)C[C@@H]2C)cc1 | 13.0
C[C@@H]1CN([C@@H](C)CO)C(=O)c2cccc(NC(=O)c3ccncc3)c2O[C@@H]1CN(C)Cc1ccc(Cl)c(Cl)c1 | -5.7
C[C@H]1CN([C@@H](C)CO)C(=O)c2cc(NC(=O)NC3CCCCC3)ccc2O[C@@H]1CN(C)C(=O)Nc1ccc(F)cc1 | -3.7
O=C(CCCCCC(=O)N/N=C/c1ccc([N+](=O)[O-])s1)NO | 44.2
C[C@@H]1CN([C@H](C)CO)C(=O)c2cccc(NC(=O)c3nc4ccccc4s3)c2O[C@H]1CN(C)C(=O)Nc1ccc(C(F)(F)F)cc1 | 6.2
C[C@@H]1CN([C@@H](C)CO)C(=O)Cc2cc(NC(=O)Nc3ccc(C(F)(F)F)cc3)ccc2O[C@@H]1CN(C)Cc1ccc2c(c1)OCO2 | 1.8
O=C(Nc1ccccc1C(=O)NC1CCCCC1)c1ccc(Cl)c(S(=O)(=O)N2CCOCC2)c1 | 39.4
CSc1cccc(NC(=O)CSc2ncccc2C(=O)OC(C)C)c1 | 6.6
C[C@@H]1CN([C@H](C)CO)C(=O)c2cc(NC(=O)Nc3cccc4ccccc34)ccc2O[C@@H]1CN(C)Cc1ccc(C(=O)Nc2ccccc2N)cc1 | 4.7
CNC(=O)Cn1cccc1C(=O)c1ccccc1C | -8.1
C[C@@H]1CCCCO[C@@H](CN(C)Cc2ccc(C(F)(F)F)cc2)[C@@H](C)CN([C@H](C)CO)C(=O)c2cc(NC(=O)Nc3ccc(C(F)(F)F)cc3)ccc2O1 | 9.9
C[C@@H]1CN([C@@H](C)CO)C(=O)c2cccc(NC(=O)NC3CCCCC3)c2O[C@@H]1CN(C)S(=O)(=O)c1ccc(Cl)cc1 | 41.9
Cc1ccc(NC(=O)CNS(=O)(=O)c2ccccc2)cc1Cl | -8.7
C[C@H]1CN([C@@H](C)CO)C(=O)Cc2cc(N(C)C)ccc2O[C@H]1CN(C)C(=O)NC1CCCCC1 | -1.7
O=C(NCc1cn2ccsc2n1)c1ccccc1C(F)(F)F | -15.5
CNC[C@H]1Oc2ccc(NC(=O)NC(C)C)cc2C(=O)N([C@@H](C)CO)C[C@H]1C | 2.4
C[C@@H]1CN([C@H](C)CO)C(=O)c2cccc(NS(C)(=O)=O)c2O[C@H]1CN(C)S(=O)(=O)c1cccs1 | -0.6
CC(C)NC(=O)c1ccc2c(=O)[nH]c3c(C(=O)NC(C)C)sc(=S)n3c2c1 | -3.0
O=C(COc1ccc(Cl)cc1Cl)Nc1ccc(Br)cc1C(=O)O | -7.6
C[C@@H]1CN([C@@H](C)CO)C(=O)CCCn2cc(nn2)CO[C@@H]1CN(C)Cc1ccc(O)cc1 | 0.7
C[C@@H]1CN([C@@H](C)CO)C(=O)c2cc(NC(=O)Cc3ccccc3)ccc2O[C@H]1CN(C)S(=O)(=O)c1cn(C)cn1 | -18.3
C[C@H](CO)N1C[C@H](C)[C@H](CN(C)C(=O)NC2CCCCC2)Oc2c(NC(=O)c3cnccn3)cccc2C1=O | 5.7

Pulled by compound from above, two records:
SMILES | ROS inducer
CC1CCC2C(C)(C)C(=O)CC[C@]2(C)C12Cc1c(O)cc3c(c1O2)CN(C(CCC(=O)O)C(=O)O)C3=O (stereo partly drawn) | -10.1
C[C@@H]1CN([C@H](C)CO)C(=O)c2cccc(NS(C)(=O)=O)c2O[C@H]1CN(C)S(=O)(=O)c1cccs1 | -0.6

New compounds follow:
SMILES | ROS inducer
C[C@@H]1CN([C@@H](C)CO)C(=O)c2cc(NS(=O)(=O)c3ccc(Cl)cc3)ccc2O[C@H]1CN(C)S(=O)(=O)c1ccc(F)cc1 | 10.8
Cc1ccc(C(C)C)c(OCC(=O)Nc2cc(-c3nc4ncccc4o3)ccc2Cl)c1 | -5.0
COc1ccc(NC(=O)Nc2ccc3c(c2)C(=O)N([C@H](C)CO)C[C@H](C)[C@@H](CN(C)C(=O)CCC(F)(F)F)OCCCC[C@@H](C)O3)cc1 | 5.9
CCSC1=C(C#N)C(=O)NC(CO)S1 (stereo not drawn) | 24.9
Cc1ccc(S(=O)(=O)N2CCN(Cc3cccc(OCCO)c3)CC2)cc1 | -4.3
CCCN(C)C[C@@H]1OCCCC[C@@H](C)Oc2ccc(NS(=O)(=O)c3cn(C)cn3)cc2C(=O)N([C@H](C)CO)C[C@@H]1C | -6.7
COc1ccc(C(=O)c2ccccc2)cc1 | -14.3
C[C@H]1CN([C@@H](C)CO)C(=O)c2cccc(NC(=O)Nc3ccc(F)cc3)c2O[C@@H]1CN(C)Cc1ccc(C(F)(F)F)cc1 | 14.8
COc1ccc(NC(=O)N(C)C[C@H]2Oc3ccc(NS(=O)(=O)c4ccc(C)cc4)cc3CC(=O)N([C@@H](C)CO)C[C@@H]2C)cc1 | 12.6
COc1ccc(S(=O)(=O)Nc2ccc3c(c2)C(=O)N([C@@H](C)CO)C[C@H](C)[C@@H](CN(C)C)O3)cc1 | -10.7
Cc1cccc(Cn2c(CCNC(=O)C(C)(C)C)nc3ccccc32)c1 | 10.9
C[C@H]1CN([C@@H](C)CO)C(=O)c2cccc(NC(=O)c3nc4ccccc4s3)c2O[C@H]1CN(C)C(=O)Nc1cccc2ccccc12 | 32.1
COC(=O)c1ccc(C(=O)OC)c(NC(=O)c2ccccc2N(C)S(C)(=O)=O)c1 | -9.9
CCOC(=O)c1c(CN2CCOCC2)n(-c2ccccc2)c2ccc(O)cc12 | 32.8
CC(=O)c1cccc(NC(=O)NCc2cc(C)n(C)n2)c1 | -12.1
C[C@H](CO)N1C[C@H](C)[C@H](CN(C)C(=O)Nc2ccc3c(c2)OCO3)Oc2ccc(NC(=O)C3CCCCC3)cc2CC1=O | 15.5
Cc1cccc(NC(=O)CSc2nnc(-c3cccnc3)n2-c2ccccc2)c1C | -12.4
COc1cccc(NC(=O)N(C)C[C@H]2OCc3cn(nn3)CCCC(=O)N([C@H](C)CO)C[C@@H]2C)c1 | -5.0
CC(=O)N1N=C(c2ccccc2)OC1c1cccnc1 (stereo not drawn) | -15.1
Cc1cc(C(=O)Nc2cccc3c2O[C@@H](CN(C)S(=O)(=O)c2cn(C)cn2)[C@@H](C)CN([C@@H](C)CO)C3=O)n(C)n1 | 18.4
O=C(O)CCCCCC(=O)N/N=C/c1cc(Br)cs1 | -14.5
C=CCSc1ncc(-c2ccc(Cl)cc2)n1C | 66.2
FC(F)(F)c1ccc(Cl)c(Nc2ncnc(-n3cccc3)n2)c1 | 73.4
Cc1noc(C)c1NC(=O)Nc1cccc2c1O[C@H](CN(C)C(=O)Nc1ccc(F)cc1)[C@@H](C)CN([C@@H](C)CO)C2=O | 3.1
C[C@@H]1CN([C@@H](C)CO)C(=O)c2cccc(NC(=O)Nc3ccc(F)cc3)c2O[C@@H]1CN(C)C(=O)Nc1ccc(C(F)(F)F)cc1 | 18.3
C[C@@H]1CN([C@H](C)CO)C(=O)Cc2cc(NC(=O)CCC(F)(F)F)ccc2O[C@@H]1CN(C)S(=O)(=O)c1cccs1 | 1.7
COc1ccc(S(=O)(=O)Nc2ccc3c(c2)C(=O)N([C@@H](C)CO)C[C@@H](C)[C@H](CN(C)Cc2ccc(Oc4ccccc4)cc2)O3)cc1 | 28.9
COc1ccc(NC(=O)Nc2ccc3c(c2)CC(=O)N([C@@H](C)CO)C[C@@H](C)[C@@H](CN(C)C(=O)NC2CCCCC2)O3)cc1 | 15.2
CN(C)CN1C(=O)c2ccccc2C1=O | -15.0
Cc1ccc(C)c(NC(=O)C(C)n2sc3ccccc3c2=O)c1 (stereo not drawn) | -10.6

Taken from above:
ROS inducer, C[C@H](CO)N1C[C@H](C)[C@H](CN(C)C(=O)Nc2ccc3c(c2)OCO3)Oc2ccc(NC(=O)C3CCCCC3)cc2CC1=O = 15.5
ROS inducer, COc1ccc(S(=O)(=O)Nc2ccc3c(c2)C(=O)N([C@@H](C)CO)C[C@H](C)[C@@H](CN(C)C)O3)cc1 = -10.7
ROS inducer, COc1ccc(NC(=O)Nc2ccc3c(c2)C(=O)N([C@H](C)CO)C[C@H](C)[C@@H](CN(C)C(=O)CCC(F)(F)F)OCCCC[C@@H](C)O3)cc1 = 5.9
ROS inducer, CC(=O)c1cccc(NC(=O)NCc2cc(C)n(C)n2)c1 = -12.1
ROS inducer, CCSC1=C(C#N)C(=O)NC(CO)S1 (stereo not drawn) = 24.9

Carrying on:
SMILES | ROS inducer
N=c1oc2ccc3ccccc3c2cc1C(=O)Nc1ccccc1 | 46.6
O=C(Nc1ccc(S(=O)(=O)Nc2ncccn2)cc1)c1ccccc1Oc1ccccc1 | 2.2
Cc1c(Cl)cccc1NC(=O)Cn1cc(C(=O)C2CC2)c2ccccc21 | -15.7
O=C(N/N=C/[C@H](O)[C@@H](O)[C@H](O)[C@H](O)CO)c1ccccc1O | -10.6
COc1ccc(-n2c(SCCC(=O)O)nnc2-c2ccncc2)cc1 | -1.5
COC(=O)[C@]1(Cc2ccc(O)c(CC=C(C)C)c2)OC(=O)C(=O)C1c1ccc(O)cc1 (stereo partly drawn) | 0.0
COc1ccc(NC(=O)Nc2ccc3c(c2)C(=O)N([C@H](C)CO)C[C@@H](C)[C@@H](CN(C)S(=O)(=O)c2ccc(F)cc2)O3)cc1 | -7.5
C[C@H]1CN([C@@H](C)CO)C(=O)c2cccc(NC(=O)C3CC3)c2O[C@H]1CN(C)Cc1ccc(Cl)c(Cl)c1 | 2.5
C[C@@H]1CN([C@@H](C)CO)C(=O)c2cccc(NC(=O)Nc3cccc4ccccc34)c2O[C@H]1CN(C)S(=O)(=O)c1ccccc1 | 7.4
C[C@H]1CN([C@@H](C)CO)C(=O)Cc2cc(N(C)C)ccc2O[C@H]1CN(C)C(=O)Nc1cccc2ccccc12 | 5.9
C[C@H](CO)N1C[C@H](C)[C@@H](CN(C)Cc2cccc(O)c2)OCc2cnnn2CCCC1=O | -5.9
C[C@H]1CN([C@@H](C)CO)C(=O)c2cc(NC(=O)Cc3cn(C)c4ccccc34)ccc2O[C@@H]1CN(C)C | 3.5
C[C@@H]1CCCCO[C@@H](CN(C)C(=O)CCCN(C)C)[C@@H](C)CN([C@H](C)CO)C(=O)c2cc(NC(=O)c3ccncc3)ccc2O1 | -6.9
COc1ccc(S(=O)(=O)N(C)C[C@@H]2OCCCC[C@@H](C)Oc3ccc(NS(=O)(=O)c4ccccc4)cc3C(=O)N([C@H](C)CO)C[C@@H]2C)cc1 | ?
CCOC(=O)c1cnc(Nc2nc3ccccc3s2)nc1CSc1ncccn1 | 0.8
CC(=O)c1cccc(N(CC(=O)Nc2ccc(C(F)(F)F)cc2)S(C)(=O)=O)c1 | 18.8
NC(=O)C1(N2CCCCC2)CCN(C(=O)CSc2nc3ccccc3[nH]2)CC1 | -9.5
COc1ccc(S(=O)(=O)Nc2ccc3c(c2)C(=O)N([C@H](C)CO)C[C@H](C)[C@H](CN(C)Cc2ccc(C(=O)Nc4ccccc4N)cc2)OCCCC[C@@H](C)O3)cc1 | 53.1
C[C@@H]1CN([C@@H](C)CO)C(=O)c2cccc(NC(=O)Nc3ccccc3)c2O[C@H]1CN(C)S(=O)(=O)c1ccc(F)cc1 | -8.0
N/C(=N\S(=O)(=O)c1ccc(Cl)c(Cl)c1)c1ccccn1 | 2.8
C[C@H](CO)N1C[C@H](C)[C@@H](CN(C)Cc2ccc(-c3ccccc3)cc2)Oc2ccc(NC(=O)Nc3cccc4ccccc34)cc2C1=O | 62.9
N#Cc1nc(-c2ccccc2Cl)oc1NCCCN1CCOCC1 | -3.6
COc1ccc(CN(C)C[C@@H]2Oc3c(NC(=O)c4cc(C)nn4C)cccc3C(=O)N([C@@H](C)CO)C[C@H]2C)cc1 | 5.5
C[C@@H]1CN([C@H](C)CO)C(=O)c2cc(NC(=O)CCN3CCOCC3)ccc2O[C@H]1CN(C)C(=O)Nc1ccc2c(c1)OCO2 | -4.0
CCc1ccc(NC2=CC(=O)CC(c3ccco3)C2)cc1 (stereo not drawn) | 2.2
C[C@H](CO)N1C[C@H](C)[C@@H](CN(C)C(=O)Nc2ccccc2)Oc2c(NS(=O)(=O)c3ccc(F)cc3)cccc2C1=O | -5.3
COc1ccc(NC(=O)C2=C(C)NC(=S)NC2c2cccc([N+](=O)[O-])c2)c(OC)c1 (stereo not drawn) | -15.0
O=c1[nH]c(=O)c2sc3nc(-c4ccc5c(c4)OCCO5)cc(C(F)(F)F)c3c2[nH]1 | 16.4
C[C@H](CO)N1C[C@H](C)[C@H](CN(C)C(=O)Nc2ccc(F)cc2)Oc2ncc(C#Cc3ccc(C(F)(F)F)cc3)cc2C1=O | 49.0
C[C@H]1CN([C@@H](C)CO)C(=O)c2cccc(NC(=O)Nc3ccc(F)cc3)c2O[C@H]1CN(C)Cc1ccncc1 | -4.2
C[C@@H]1CCCCO[C@@H](CN(C)C(=O)NC2CCCCC2)[C@@H](C)CN([C@H](C)CO)C(=O)c2cc(NS(=O)(=O)c3cn(C)cn3)ccc2O1 | 8.8
O=C(CS(=O)c1ccc(C(F)(F)F)cc1[N+](=O)[O-])Oc1ccc(C2CCCCC2)cc1 (stereo not drawn) | 29.2

Bioassay records as filed in PubChem BioAssay.
